# Screening results: PubChem, Broad Institute
# PRC2 inh: EZH2/PRC2 methyltransferase inhibitors, primary screen, biochemical, DELFIA time-resolved fluorescence, single point; AID 651548, 2012; hit rate 0.35% among 57,000; inhibition, % at 12.5 µM; Histone-lysine N-methyltransferase EZH2 (Homo sapiens), Q15910; PRC2 H3K27 methylation, DELFIA TRF, 1 h;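 active = mean inhibition of replicates at least 50% and every single replicate also reaching 50%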;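 also: dimethyl H3K27 on biotinylated H3 21-44 peptide detected by antibody; plate controls were median neutral control wells for no effect and median positive control wells for full effect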
# IDH1 mut inh: inhibitors of IDH1 R132H reductase, primary screen, biochemical, plate reader, single point | Isocitrate dehydrogenase [NADP] cytoplasmic (Homo sapiens), O75874 | diaphorase/resazurin fluorescence, 60 min | inhibition, % at 10 µM | hit rate 0.18% among 70,000; in the data active = inhibition above about 34%;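 also: 0% = DMSO and 100% = no enzyme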
# Target sequence (O75874 whole entry R132H): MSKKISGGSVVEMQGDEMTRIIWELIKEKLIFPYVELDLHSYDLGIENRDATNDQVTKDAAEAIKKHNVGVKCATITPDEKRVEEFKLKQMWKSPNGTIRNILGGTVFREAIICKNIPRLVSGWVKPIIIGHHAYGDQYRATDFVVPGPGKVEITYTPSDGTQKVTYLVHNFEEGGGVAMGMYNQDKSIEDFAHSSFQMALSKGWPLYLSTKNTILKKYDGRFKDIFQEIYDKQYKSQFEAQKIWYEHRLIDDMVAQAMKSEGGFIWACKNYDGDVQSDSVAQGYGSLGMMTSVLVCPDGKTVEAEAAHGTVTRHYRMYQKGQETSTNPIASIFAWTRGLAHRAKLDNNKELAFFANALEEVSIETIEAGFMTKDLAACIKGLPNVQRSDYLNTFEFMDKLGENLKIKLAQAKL
# Starred values were filed as active, the others as inactive; . = no result given. Only part of the results is shown; count on the stated rates, not on these rows.
SMILES,PRC2 inh,IDH1 mut inh
COc1ccc(Cl)cc1C(=O)N(Cc1nc(-c2ccc(C)cc2)no1)C(C)C,-4.1,0.4
COc1ccc(S(=O)(=O)Nc2ccc3c(c2)C(=O)N([C@@H](C)CO)C[C@H](C)[C@H](CN(C)C(=O)CCCN(C)C)OCCCC[C@@H](C)O3)cc1,.,8.2
CCCNC(=O)C[C@@H]1C[C@H]2c3cc(NC(=O)NC4CCCC4)ccc3O[C@H]2[C@@H](CO)O1,18.8,0.0
C[C@H]1CN([C@@H](C)CO)S(=O)(=O)c2ccc(-c3cncnc3)cc2O[C@H]1CN(C)C(=O)c1ccc2c(c1)OCO2,-0.8,0.1
COc1ccc(CN(C)C[C@H]2Oc3ccc(NC(=O)Nc4ccc5c(c4)OCO5)cc3C(=O)N([C@@H](C)CO)C[C@@H]2C)cc1,.,0.4
Cc1noc(C)c1NC(=O)N(C)C[C@@H]1Oc2ccc(NC(=O)Nc3ccc(F)cc3)cc2C(=O)N([C@H](C)CO)C[C@H]1C,.,0.1
COc1ccccc1-c1ccc([C@H]2[C@@H](CO)N(C(=O)C3CCC3)[C@H]2C#N)cc1,.,-0.1
CN(C)C(=O)C[C@H]1CC[C@@H](NC(=O)C2CC2)[C@@H](CO)O1,-1.2,0.1
C[C@@H]1CN([C@H](C)CO)C(=O)Cc2cc(NC(=O)Nc3ccccc3)ccc2O[C@@H]1CN(C)CC1CC1,.,-1.2
C[C@@H]1CN([C@@H](C)CO)C(=O)c2cc(NC(=O)c3ccccc3)ccc2O[C@@H](C)CCCCO[C@H]1CN(C)S(=O)(=O)c1ccc(F)cc1,.,0.4
COc1ccc(S(=O)(=O)N(C)C[C@H]2Oc3ccc(NS(=O)(=O)c4ccc(F)cc4)cc3C(=O)N([C@H](C)CO)C[C@H]2C)cc1,.,0.3
Cc1noc(C)c1S(=O)(=O)Nc1ccc2c(c1)C(=O)N([C@@H](C)CO)C[C@H](C)[C@H](CN(C)CC1CC1)O2,-8.1,-1.2
COc1ccc(OCC(O)Cn2cnc3ccccc32)cc1 (stereo not given),21.1,1.2
CO[C@H]1CN(C)C(=O)c2cc(NC(C)=O)ccc2OC[C@@H](C)N(Cc2ccccn2)C[C@@H]1C,9.9,0.1
COc1ccc(S(=O)(=O)Nc2ccc3c(c2)C(=O)N([C@H](C)CO)C[C@@H](C)[C@@H](CN(C)S(=O)(=O)c2ccc(OC)cc2)OCCCC[C@H](C)O3)cc1,.,0.8
C[C@@H]1CN([C@@H](C)CO)C(=O)c2cc(C#Cc3ccccc3)cnc2O[C@H]1CN(C)C(=O)c1ccccc1,.,-0.8
Cc1ccc(S(=O)(=O)N[C@H]2CC[C@H](CC(=O)NCCCN(C)C)O[C@H]2CO)cc1,4.3,0.2
CC(C)NC(=O)Nc1ccc2c(c1)C(=O)N([C@@H](C)CO)C[C@@H](C)[C@@H](CN(C)C(=O)Nc1ccc3c(c1)OCO3)OCCCC[C@H](C)O2,.,0.0
C[C@@H]1CN([C@H](C)CO)C(=O)c2cccc(NC(=O)c3nc4ccccc4s3)c2O[C@@H]1CN(C)C(=O)Nc1ccc2c(c1)OCO2,.,-0.9
CCCNC(=O)N(C)C[C@H]1Oc2ncc(C#CCC(C)C)cc2C(=O)N([C@@H](C)CO)C[C@@H]1C,.,-0.1

# Overlap with the part before: 6 entries, followed by the next part.
SMILES,PRC2 inh,IDH1 mut inh
COc1ccc(S(=O)(=O)Nc2ccc3c(c2)C(=O)N([C@H](C)CO)C[C@@H](C)[C@@H](CN(C)S(=O)(=O)c2ccc(OC)cc2)OCCCC[C@H](C)O3)cc1,.,0.8
C[C@@H]1CN([C@@H](C)CO)C(=O)c2cc(C#Cc3ccccc3)cnc2O[C@H]1CN(C)C(=O)c1ccccc1,.,-0.8
Cc1ccc(S(=O)(=O)N[C@H]2CC[C@H](CC(=O)NCCCN(C)C)O[C@H]2CO)cc1,4.3,0.2
CC(C)NC(=O)Nc1ccc2c(c1)C(=O)N([C@@H](C)CO)C[C@@H](C)[C@@H](CN(C)C(=O)Nc1ccc3c(c1)OCO3)OCCCC[C@H](C)O2,.,0.0
C[C@@H]1CN([C@H](C)CO)C(=O)c2cccc(NC(=O)c3nc4ccccc4s3)c2O[C@@H]1CN(C)C(=O)Nc1ccc2c(c1)OCO2,.,-0.9
CCCNC(=O)N(C)C[C@H]1Oc2ncc(C#CCC(C)C)cc2C(=O)N([C@@H](C)CO)C[C@@H]1C,.,-0.1
CCCN1C[C@H](C)[C@@H](OC)CN(C)C(=O)c2ccc(NC(=O)CC)cc2OC[C@H]1C,0.4,0.2
C[C@@H]1CN([C@H](C)CO)C(=O)c2cc(N(C)C)ccc2O[C@@H](C)CCCCO[C@@H]1CN(C)C(=O)Nc1ccccc1,-0.9,-1.5
C[C@H](CO)N1C[C@H](C)[C@@H](CN(C)C(=O)Nc2ccc3c(c2)OCO3)Oc2ccc(NC(=O)Cc3ccccc3)cc2C1=O,6.5,2.3
COC(=O)C[C@H]1C[C@@H]2c3cc(NC(=O)Nc4ccccc4F)ccc3O[C@@H]2[C@@H](CO)O1,12.0,0.8
C[C@H]1CN([C@@H](C)CO)C(=O)Cc2cc(NS(=O)(=O)c3cn(C)cn3)ccc2O[C@H]1CN(C)Cc1ccncc1,.,1.0
C[C@@H]1CN([C@H](C)CO)C(=O)c2cccc(NC(=O)c3cnccn3)c2O[C@@H]1CN(C)Cc1ccc(C(F)(F)F)cc1,-2.7,0.0
O=C(Cc1ccncc1)NCC[C@H]1CC[C@H](NC(=O)Nc2ccc(Cl)cc2)[C@@H](CO)O1,-8.9,0.1
CO[C@@H]1CN(C)C(=O)c2cc(NC(=O)C3CCCC3)ccc2OC[C@H](C)N(CCC(F)(F)F)C[C@H]1C,-13.9,-0.1
C[C@H](CO)N1C[C@H](C)[C@@H](CN(C)Cc2ccncc2)Oc2cc(C#CC3CC3)ccc2S1(=O)=O,-9.7,0.3
CO[C@@H]1CN(C)C(=O)c2ccc(NC(C)=O)cc2OC[C@@H](C)N(C(=O)NC2CCCCC2)C[C@H]1C,7.5,0.0
CCCCN(CCCC)c1ccc(/C=N/NC(=O)CCCCC(=O)NO)cc1,0.7,3.0
Cc1ccc(-c2nc3cc(Cl)ccc3o2)cc1NC(=O)COc1ccc(Br)cc1,-6.0,0.0
CO[C@H]1CN(C)C(=O)c2ccc(NC(C)=O)cc2OC[C@H](C)N(Cc2cccnc2)C[C@H]1C,-2.9,0.1
CC(C)NC(=O)N(C)C[C@@H]1Oc2ccc(NC(=O)CCCN(C)C)cc2C(=O)N([C@H](C)CO)C[C@H]1C,.,-0.2
COc1ccc(NC(=O)CNS(=O)(=O)c2ccccc2)cc1OC,-0.6,-0.1
COc1cc2c(cc1OC)C(=O)OC2,-5.2,-1.8
CC(C)NC(=O)Nc1ccc2c(c1)C(=O)N([C@H](C)CO)C[C@@H](C)[C@H](CN(C)C(=O)Nc1ccccc1)O2,8.4,0.9
C[C@@H]1CCCCO[C@H](CN(C)C(=O)Nc2ccccc2)[C@@H](C)CN([C@@H](C)CO)C(=O)c2cc(NC(=O)CCCN(C)C)ccc2O1,.,0.4
CC(C)NC(=O)N(C)C[C@@H]1OCc2cn(nn2)CCCC(=O)N([C@@H](C)CO)C[C@H]1C,.,3.2
O=C(C[C@H]1C[C@@H]2c3cc(NC(=O)c4cccnc4)ccc3O[C@@H]2[C@H](CO)O1)NCC1CC1,2.7,-0.4
CC(C)CC#Cc1cnc2c(c1)C(=O)N([C@H](C)CO)C[C@H](C)[C@H](CN(C)C(=O)c1ccccc1F)O2,21.5,-0.3
Cc1ccc(OCC(=O)Nc2cccc(NC(=O)c3ccccc3)c2)cc1C,.,0.7
C[C@@H]1CN([C@@H](C)CO)C(=O)c2cc(NC(=O)NC3CCCCC3)ccc2O[C@@H](C)CCCCO[C@H]1CN(C)CC1CCCCC1,.,2.8
Cc1noc(C)c1NC(=O)Nc1ccc2c(c1)C(=O)N([C@H](C)CO)C[C@@H](C)[C@H](CN(C)S(C)(=O)=O)O2,.,-3.4
COc1cc2c(cc1OC)CN(C(=O)[C@@H]1[C@H]3C(=O)O[C@H](c4ccccc4)[C@H](c4ccccc4)N3[C@H](c3ccc(OCCO)cc3)[C@@]13C(=O)Nc1ccc(C#CC4(O)CCCCCC4)cc13)CC2,-14.8,.
CCCN(C)C[C@H]1Oc2cc(-c3ccccc3)ccc2S(=O)(=O)N([C@@H](C)CO)C[C@H]1C,.,-1.0
CNC[C@@H]1OCCCC[C@@H](C)Oc2ccc(NC(=O)Nc3ccc(F)cc3)cc2C(=O)N([C@@H](C)CO)C[C@H]1C,2.3,2.2
C[C@H](CO)N1C[C@H](C)[C@H](CN(C)C(=O)Nc2ccc(C(F)(F)F)cc2)Oc2c(NC(=O)Nc3ccc(F)cc3)cccc2C1=O,.,-0.9
C[C@@H]1CN([C@H](C)CO)C(=O)c2cc(NC(=O)Nc3ccccc3)ccc2O[C@@H](C)CCCCO[C@@H]1CN(C)S(=O)(=O)c1ccccc1,.,0.0
NC(=O)COc1ccc(/C=N/NC(=O)CCCCC(=O)NO)cc1,11.5,-0.3
C[C@H](CO)N1C[C@H](C)[C@H](CN(C)C)Oc2ccc(NC(=O)C3CCCCC3)cc2C1=O,-9.7,1.4
C[C@@H]1CN([C@H](C)CO)C(=O)Cc2cc(NC(=O)CCC(F)(F)F)ccc2O[C@H]1CN(C)CC1CCCCC1,.,-0.5
Cc1ccccc1-c1cc(C(=O)NCCCn2ccnc2)c2cc(Cl)ccc2n1,-9.1,0.6
CCOc1ccc(Oc2nc(N3CCOCC3)nc(N3CCOCC3)n2)nn1,-0.5,0.3
COc1ccc(-c2noc(CSc3nnc(-c4cccs4)n3-c3ccccc3)n2)cc1OC,8.4,0.2
CC1(C)COC(CCC/C=N/NC(=O)CCCCC(=O)NO)OC1,-3.4,0.1
C[C@@H]1CCCCO[C@@H](CN(C)C(=O)c2ccccc2)[C@H](C)CN([C@H](C)CO)C(=O)c2cc(N(C)C)ccc2O1,1.3,-2.4
C=CCN1C(=O)/C(=C2\SC(N3CCCCC3)=NC2=O)c2ccccc21,-18.0,-0.6
COCC#Cc1ccc2c(c1)O[C@@H](CN(C)CC1CCOCC1)[C@@H](C)CN([C@H](C)CO)S2(=O)=O,12.8,.
O=C(C[C@H]1C=C[C@H](NC(=O)C2CCC2)[C@H](CO)O1)NCCCN1CCOCC1,3.4,0.1

# Another view of part of the listing above:
structure | PRC2 inh | IDH1 mut inh
CN(C)C(=O)C[C@H]1CC[C@@H](NC(=O)C2CC2)[C@@H](CO)O1 | -1.2 | 0.1
C[C@@H]1CN([C@H](C)CO)C(=O)Cc2cc(NC(=O)Nc3ccccc3)ccc2O[C@@H]1CN(C)CC1CC1 | . | -1.2

# More structures:
SMILES,PRC2 inh,IDH1 mut inh
CCCC#Cc1cnc2c(c1)C(=O)N([C@@H](C)CO)C[C@H](C)[C@H](CN(C)C(=O)Nc1c(C)noc1C)O2,-4.0,.
CO[C@H](CN(C)Cc1cc(F)ccc1F)[C@H](C)CN([C@@H](C)CO)S(=O)(=O)c1ccc(F)cc1,16.7,-0.4
CCCNC(=O)N(C)C[C@@H]1Oc2cc(C#Cc3ccccn3)ccc2S(=O)(=O)N([C@H](C)CO)C[C@H]1C,10.5,-0.8
CO[C@@H]1CN(C)C(=O)c2ccc(NS(=O)(=O)c3ccc(Cl)cc3)cc2OC[C@H](C)N(C(=O)NC(C)C)C[C@H]1C,-5.2,0.2
COc1cccc(C#Cc2cnc3c(c2)C(=O)N([C@H](C)CO)C[C@@H](C)[C@H](CN(C)C(C)=O)O3)c1,-2.4,-1.1
C[C@H]1CN([C@@H](C)CO)C(=O)c2cc(NC(=O)CCCN(C)C)ccc2O[C@@H]1CN(C)S(C)(=O)=O,-1.8,-1.7
CCOc1ccc(Cl)cc1S(=O)(=O)NCc1cccnc1,-15.2,1.4
COc1ccc(NC(=O)N(C)C[C@H]2Oc3ccc(NC(=O)Cc4ccccc4)cc3CC(=O)N([C@H](C)CO)C[C@@H]2C)cc1,-7.8,0.7
O=C(C[C@@H]1CC[C@@H](NC(=O)CN2CCOCC2)[C@@H](CO)O1)NCCc1ccncc1,-12.2,0.2
O=C(C[C@@H]1CC[C@H](NC(=O)Nc2ccc(F)cc2)[C@@H](CO)O1)NCc1ccccn1,-0.8,0.0
COc1ccc(CN(C(=O)c2oc3cc(C)c(C)cc3c2C)C2CCS(=O)(=O)C2)cc1OC (stereo not given),.,0.0
C=CCCN(CC#C[C@H]1Oc2ccccc2S(=O)(=O)N2CCC[C@@H]12)S(=O)(=O)c1ccc(C)cc1,9.8,.
O=C(N[C@H]1CC[C@@H](CC(=O)N2CCOCC2)O[C@H]1CO)c1cccc(F)c1,1.2,-0.1
CO[C@@H]1CN(C)C(=O)c2cc(NC(=O)Nc3ccc(F)cc3)ccc2OC[C@@H](C)NC[C@@H]1C,3.0,0.0
CC(C)NC(=O)N(C)C[C@@H]1Oc2ccc(NC(=O)CCN3CCOCC3)cc2C(=O)N([C@H](C)CO)C[C@H]1C,6.4,1.0
C[C@@H]1CCCCO[C@@H](CN(C)Cc2ccc(C(=O)O)cc2)[C@@H](C)CN([C@@H](C)CO)C(=O)c2cc(NS(=O)(=O)c3ccccc3)ccc2O1,.,-0.5
COc1ccc(S(=O)(=O)N(C)C[C@@H]2Oc3c(NC(=O)c4cc(C)nn4C)cccc3C(=O)N([C@H](C)CO)C[C@@H]2C)cc1,.,-2.8
CC(C)NC(=O)Nc1ccc2c(c1)C(=O)N([C@H](C)CO)C[C@@H](C)[C@H](CN(C)C(=O)Nc1cccc3ccccc13)O2,-10.4,-0.8
C[C@H]1CN([C@@H](C)CO)C(=O)c2cccc(NC(=O)c3ccncc3)c2O[C@H]1CN(C)Cc1ccc(-c2ccccc2)cc1,-11.8,-3.7
